Screens from PubChem.
LRH-1 inv ag – suppresses constitutive activity of human LRH-1; HEK293T StAR-luciferase reporter, LRH-1 transfected, 24 h; inhibition, % at 3.6 µM; 0.13% of 360,000 active;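 active = inhibition above the mean inhibition of all tested compounds plus 3 SD, cut at about 73% in these data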;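 also: 0% = DMSO wells and 100% = reporter-only cells lacking LRH-1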
Target sequence (O00482 whole entry, looked up): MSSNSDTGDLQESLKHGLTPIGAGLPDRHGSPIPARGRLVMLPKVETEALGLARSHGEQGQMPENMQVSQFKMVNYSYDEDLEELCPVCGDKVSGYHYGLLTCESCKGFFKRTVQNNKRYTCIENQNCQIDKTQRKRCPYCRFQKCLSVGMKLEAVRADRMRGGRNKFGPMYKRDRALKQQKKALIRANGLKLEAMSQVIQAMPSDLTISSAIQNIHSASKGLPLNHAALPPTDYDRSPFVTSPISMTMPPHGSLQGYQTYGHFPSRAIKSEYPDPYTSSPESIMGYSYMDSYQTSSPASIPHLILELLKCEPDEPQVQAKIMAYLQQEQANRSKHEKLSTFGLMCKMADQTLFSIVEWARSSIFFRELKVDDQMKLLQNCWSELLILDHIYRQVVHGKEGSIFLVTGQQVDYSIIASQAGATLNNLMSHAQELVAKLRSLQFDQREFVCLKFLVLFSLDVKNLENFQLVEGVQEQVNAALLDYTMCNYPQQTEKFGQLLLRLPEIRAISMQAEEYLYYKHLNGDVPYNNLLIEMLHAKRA
SRC2 inh – inhibits human steroid receptor coactivator 2; 0.17% of 370,000 active; HEK293 GAL4-SRC2 luciferase reporter, luminescence; inhibition, % at 9 µM; AID 651957; Q15596;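 active = inhibition above the mean inhibition of all tested compounds plus 3 SD, set per campaign, cut at about 52% in these data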;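 also: 0% = DMSO treated cells and 100% = cells given Gossypol at 36 µM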
SRC1 inh – human NCOA1 inhibition; inhibition, % at 3.6 µM; HEK293 GAL4-SRC1 luciferase reporter, luminescence; 0.12% of 360,000 active; Q15788;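 active = inhibition above the campaign mean plus 3 SD, with each screening campaign given its own cutoff, cut at about 60% in these data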;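 also: 0% = DMSO treated cells and 100% = gossypol at 36 µM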
TROY signal inh – inhibitors of TROY-dependent NF-kB signaling. Q293 LMP1-TROYcd NF-kB luciferase reporter, 4 h. inhibition, % at 10 µM. 0.98% of 360,000 active. AID 1347056;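 active = compounds whose plate-normalised and pattern-corrected inhibition of the luciferase reporter signal at the single screening dose is 50% or more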
C8 TRAIL sens – sensitizes caspase-8 expressing cells to TRAIL; NB7+C8 cells + TRAIL, ATPlite viability luminescence; inhibition (viability loss, TRAIL sensitization), % at 10 µM; 1% of 360,000 active;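 active = compounds causing at least 50% loss of cell viability in the single-dose screen, relative to plate controls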
EBV LMP1 NFkB – inhibitors of Epstein-Barr LMP1-induced NF-kappaB reporter; 0.69% of 350,000 active; inhibition, % at 12.5 µM; LMP1-induced NF-kappaB luciferase reporter cells, luminescence; in the data active = inhibition above about 41%;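 also: 0% = neutral control wells and 100% = reference inhibitor control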
COUP-TFII inh – inhibitors of human COUP-TFII (NR2F2). P24468. inhibition, % at 8.6 µM. AID 686940. 0.7% of 370,000 active. HEK293T NGFI-A luciferase reporter, luminescence;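 active = inhibition above a per-plate cutoff, mean inhibition of test wells between control levels plus 3 SD, cut at about 38% in these data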;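 also: cells cotransfected with COUP-TFII expression vector driving the NGFI-A reporter; 0% = median of COUP-TF2 test wells and 100% = reporter-only cells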
Target sequence (P24468 whole entry, looked up): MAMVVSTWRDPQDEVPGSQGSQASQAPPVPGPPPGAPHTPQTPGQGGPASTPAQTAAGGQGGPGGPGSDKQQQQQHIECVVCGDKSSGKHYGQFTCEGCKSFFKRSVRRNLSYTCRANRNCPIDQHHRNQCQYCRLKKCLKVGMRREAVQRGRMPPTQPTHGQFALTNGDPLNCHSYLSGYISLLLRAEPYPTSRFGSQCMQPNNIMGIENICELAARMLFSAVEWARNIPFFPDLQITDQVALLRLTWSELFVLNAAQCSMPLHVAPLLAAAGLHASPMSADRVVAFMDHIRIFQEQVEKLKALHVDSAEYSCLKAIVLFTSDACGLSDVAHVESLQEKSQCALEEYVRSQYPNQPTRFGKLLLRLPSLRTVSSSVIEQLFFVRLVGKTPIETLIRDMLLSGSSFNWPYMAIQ
TWEAK-Fn14 inh – inhibitors of TWEAK-Fn14 interaction signaling | TWEAK-stimulated Fn14 reporter cells, luciferase luminescence, 8 h | inhibition, % at 10 µM | 2% of 360,000 active; in the data active = inhibition above about 50%
NOD2 RIPK2 PPI – NOD2-RIPK2 protein interaction inhibition; AID 624267; CHO BLA complementation NOD2-RIPK2, CCF4 ratio; 0.38% of 360,000 active; O43353; inhibition, % at 4.98 µM; in the data active = inhibition above about 21%;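 also: 0% = vehicle only and 100% = reference blocker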
SRC3 inh – inhibits human SRC3 coactivator | Q9Y6Q9 | HEK293 GAL4-SRC3 luciferase reporter, luminescence | inhibition, % at 3.6 µM | 0.17% of 360,000 active | AID 588352;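 active = inhibition above a per-campaign cutoff, the mean of all compounds plus 3 SD, cut at about 60% in these data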;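 also: 0% = DMSO-treated cells and 100% = gossypol-treated cells at 36 µM; higher means less SRC3-driven luciferase light from the GAL4 reporter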
TLR9-MyD88 inh – TLR9-MyD88 interaction inhibition. Q9NR96+Q99836. CHO BLA complementation TLR9-MyD88, CCF4 FRET ratio. inhibition, % at 4.98 µM. 0.21% of 340,000 active. AID 504734;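 active = inhibition above the mean over all tested compounds plus 3 SD, cut at about 21% in these data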;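 also: 0% = DMSO only wells and 100% = clavulanate BLA inhibitor control wells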
Active calls of the source: *; · = no result given; & = joins results of further samples.

The line under a structure holds: LRH-1 inv ag | SRC2 inh | SRC1 inh | TROY signal inh | C8 TRAIL sens | EBV LMP1 NFkB | COUP-TFII inh | TWEAK-Fn14 inh | NOD2 RIPK2 PPI | SRC3 inh | TLR9-MyD88 inh
Cc1nc2cccc(C(=O)NCc3ccccc3)c2o1
→ 13 | -31 | -3 | 3 | -6 | 9 | 4 | -6 | 1 | 13 | -11
COc1cccc(/C=N/NC(=O)c2[nH]c(C)c(C(=O)N/N=C/c3cccc(OC)c3O)c2C)c1O
→ 50 | 26 | -6 | -12 | 7 | 33 | -11 | -32 | -16 | 5 | -5
COc1ccc(CCNC(=O)Cn2c(=O)n(Cc3ccco3)c(=O)c3ccc(Cl)cc32)cc1OC
→ 3 | 10 | -1 | 9 | -17 | -3 | 23 | 4 | 0 | 0 | -5
COc1ccc(-c2c(=O)n(OCc3ccccn3)c3ccccc3[n+]2[O-])cc1OC
→ 6 | -15 | 0 | -34 | -1 | 11 | -10 | 8 | -8 | 4 | -4
C/C(=N\NC(=O)CNc1cccc(Cl)c1C)C1CC1
→ 6 | -12 | 9 | 14 | 4 | 6 | -7 | 0 | -7 | 7 | 9
Cc1cc(C)cc(OCC(=O)NCc2cc(C)nc3ccccc23)c1
→ 28 | -6 | -12 | 16 | 2 | 3 | -2 | -12 | -2 | 6 | -4
O=C(CN1CCC(C(=O)c2cccc(Cl)c2)CC1)Nc1cccc(C(=O)O)c1
→ -1 | -8 | 6 | -2 | -3 | -13 | 4 | -4 | 4 | 3 | -9
CCCCN1C(=O)C(CC(=O)NCC2CCCCC2)CC(C(=O)N2CCCCCC2)=C1C (configuration not stated)
→ 20 | -24 | · | -23 | 11 | · | -1 | -14 | -6 | · | ·
COc1ccc(N2CCN(c3nc(=S)n(-c4ccccc4)c(C)c3C(C)=O)CC2)cc1
→ -26 | 12 | 1 | 3 | 22 | 0 | 4 | -8 | -2 | -2 | 2
CC(=O)Nc1ccc(S(=O)(=O)NCCC(=O)Nc2ccc(C)c(F)c2)cc1
→ 14 | -9 | 20 | -18 | 9 | -8 | -1 | -12 | 0 | 20 | 1
Nn1c(CSc2ccccn2)nc2ccccc2c1=O
→ -94 | -17 | -73 | -57 | 4 | -18 | -4 | -8 | 2 | -47 | -11
CN1CCN(CC(=O)Nc2sc3c(c2C(=O)Nc2ccccc2)CCCC3)CC1
→ -10 | -27 | 2 | -5 | -4 | -3 | 5 | -17 | -4 | 1 | -3
COc1ccc(C(=O)NCC(=O)N2CCN(C(=O)c3ccco3)CC2)cc1[N+](=O)[O-]
→ -27 | -34 | -5 | 4 | -4 | 4 | 22 | -22 | -20 | 2 | 2
Cc1ccc(S(=O)(=O)Nc2cccc(C(=O)NCC(c3ccc(F)cc3)N3CCOCC3)c2)cc1 (configuration not stated)
→ -2 | 5 | -12 | 10 | -1 | -4 | -13 | -4 | -8 | -31 | -7
NC(=O)CSc1oc(-c2ccc(F)cc2)nc1S(=O)(=O)c1ccccc1
→ 6 | -1 | -10 | -6 | -17 | -17 | -11 | 7 | -10 | 0 | -1
Cc1onc(-c2ccccc2Cl)c1C(=O)Nc1sc2c(c1C(N)=O)CCC(C)C2 (configuration not stated)
→ 1 | 0 | -2 | 25 | -8 | 10 | 11 | 25 | -7 | -18 | 0
N#CC(=C=[N-])c1nc2ccccc2nc1-[n+]1ccccc1
→ 6&-8 | 8&-5 | -4&-2 | -10&19 | -2&-11 | -7&0 | 13&10 | -1&9 | 2&1 | 24&0 | -3&-1
CCn1c(SCc2nc3ccccc3c(=O)[nH]2)nnc1C(C)NC(=O)c1ccccc1F (configuration not stated)
→ 1 | -1 | 10 | -13 | 0 | 1 | 23 | 6 | -1 | 10 | -8
O=C(Nc1ccccc1)c1cc(C2COCCN2C(=O)c2cccs2)on1 (configuration not stated)
→ -7 | 8 | -5 | 0 | -11 | · | 11 | 9 | 4 | 2 | ·
CCCN(CC(=O)Nc1ccccc1C)C(=O)c1ccc(N2CCOCC2)c([N+](=O)[O-])c1
→ 0 | 3 | -6 | -10 | 0 | 3 | -31 | -9 | 4 | 1 | 7
Cc1cc(C(F)F)n2ncc(C(=O)NCCc3ccccc3Cl)c2n1
→ 0 | -27 | -3 | 5 | -2 | 3 | -23 | -11 | -7 | 0 | 0
Cc1ccc2oc(C(=O)N(Cc3ccncc3)CC3CCCO3)c(C)c2c1 (configuration not stated)
→ -3 | -28 | -35 | -33 | -5 | -14 | -39 | -16 | -12 | -46 | 0
O=C(O)c1cc(-c2ccc(Cl)s2)nc2ccccc12
→ -12 | -25 | 3 | -35 | -3 | -5 | -3 | -35 | 1 | -1 | 1
CCOC(=O)C(C)Sc1nc(-c2ccco2)cc(C(F)(F)F)c1C#N (configuration not stated)
→ -7 | -24 | -15 | -3 | -10 | 4 | 6 | -1 | 0 | 3 | -14
O=C(COc1ccc([N+](=O)[O-])cc1Cl)Nc1ccc2[nH]c(=O)[nH]c2c1
→ 6 | -29 | -12 | 14 | 5 | 4 | 1 | 7 | 4 | 1 | 4
CC(=O)Nc1cc(-c2ccc(N3CCN(C)CC3)cc2)cn2c(-c3ccccc3)cnc12
→ 1 | -42 | -11 | -11 | 11 | · | 1 | -17 | 7 | -28 | ·
CC(C)c1ccc(N(C(=O)c2csnn2)C(C(=O)NC(C)(C)C)c2cccnc2)cc1 (configuration not stated)
→ 15 | 13 | 5 | 1 | -7 | 3 | 4 | -3 | -8 | 16 | -23
COc1cc(OC)c(C(=O)N(CCc2ccccc2)Cc2ccccc2)cc1OC
→ 19 | -15 | -3 | 5 | -8 | -14 | -1 | -15 | 9 | -8 | 1
NS(=O)(=O)c1ccc(CNC(=S)NC2CCCCC2)cc1
→ 7 | 12 | -9 | -22 | -4 | -2 | 4 | -8 | 4 | 14 | 3
O=C(Nc1ccccc1)c1ccc2c(c1)CCN2S(=O)(=O)c1ccccc1
→ -4 | -20 | -4 | 0 | -29 | -9 | -2 | -1 | 8 | 12 | 9
Cc1cc(/C=c2\sc3nc4ccccc4n3c2=O)c(C)n1-c1ccc(C(=O)O)cc1
→ 0 | 12 | 18 | -12 | 7 | -10 | 5 | 10 | 13 | 8 | 0
Cc1ccc(CN2C(=O)CCC2C(=O)NCc2ccccc2Cl)cc1 (configuration not stated)
→ 1 | -3 | -10 | 1 | 17 | -3 | 4 | -2 | -1 | 8 | -1
Clc1ccc(C=Cc2ccccn2)cc1
→ -104 | -74 | -82 | -60 | 16 | -20 | -48 | -6 | -6 | -83 | -1
O=C(COc1ccc(Cl)cc1)N1CCN(S(=O)(=O)c2ccc(Cl)cc2)CC1
→ 0 | 1 | -8 | 11 | 3 | -1 | -13 | 18 | -8 | 29 | -6
CC(C)CCn1c(CN2CCN(Cc3ccccc3)CC2)nc2c1c(=O)[nH]c(=O)n2C
→ -1 | 9 | -2 | 0 | 14 | 1 | -14 | -24 | -12 | 3 | -9
OC(CSc1c(Cl)cccc1Cl)CN1CCN(c2ccccc2F)CC1 (configuration not stated)
→ 7 | 3 | -3 | 13 | -3 | -3 | 5 | 9 | -10 | 8 | 1
CCCCN(CC)C(=O)c1cc2cc3ccc(OC)cc3nc2o1
→ -94 | -25 | -96 | -22 | 0 | -18 | -23 | -36 | 0 | -48 | 5
CC(C)C1S/C(=N/N=C/c2ccco2)NC1=O (configuration not stated)
→ 10 | -6 | -2 | -7 | -9 | -5 | -1 | 4 | -22 | 3 | -3
O=C(Nc1ccc2nc(-c3ccco3)c(-c3ccco3)nc2c1)NC1CC1
→ 0 | · | -15 | 4 | 19 | -3 | · | 73* | -8 | -12 | 5
CC(C)(C)NC(=O)C(OC(=O)c1cccs1)c1ccc(C#N)cc1 (configuration not stated)
→ -7 | -10 | -19 | -6 | -11 | -6 | -8 | 11 | -7 | -13 | -9
Cc1ccc(C)c(S(=O)(=O)N(C)C2CCS(=O)(=O)C2)c1 (configuration not stated)
→ 4 | 22 | -9 | 2 | -10 | 2 | 3 | -6 | 4 | 7 | 10
CCn1nc(C)c(/C=N/NC(=O)Cn2nnnc2N)c1C
→ -5 | -22 | -20 | 1 | -30 | · | 3 | -3 | 7 | 13 | ·
Cc1ccc(S(=O)(=O)N(C)C[C@H]2Oc3cc(C#Cc4ccccc4)ccc3S(=O)(=O)N([C@H](C)CO)C[C@@H]2C)cc1
→ 11 | 12 | 5 | 16 | -7 | 3 | -12 | 10 | -9 | 4 | -8
COc1cc(C)ccc1OCC(=O)OCC(=O)NCC1CCCCC1
→ -4 | -4 | -4 | -7 | -10 | -2 | 11 | -3 | -18 | 12 | -1
Cc1ccc(NC(=O)NCC(c2ccccc2)N(C)C)cc1 (configuration not stated)
→ -19 | -56 | -27 | -57 | -20 | -15 | -14 | 4 | 4 | -31 | -4
COC(=O)c1c(C)oc(C)c1S(=O)(=O)N1CCCCC1
→ -8 | -18 | 1 | -2 | -23 | -5 | -2 | 7 | -5 | 15 | -2
Cn1nc(C(=O)NNC(=O)COc2ccccc2)c2ccccc2c1=O
→ 19 | -6 | -10 | 17 | -14 | 7 | -9 | -2 | -16 | 9 | -5
Cc1nc2c(C)cccn2c1/C(O)=C1\C(=O)C(=O)N(CCN(C)C)C1c1ccccc1 (configuration not stated)
→ -19 | 3 | -7 | 23 | 6 | -6 | 0 | 1 | 7 | -3 | 2
CCOC(=O)c1ccc(-n2cncn2)nc1
→ -1 | -15 | -5 | 13 | -8 | 2 | 3 | 5 | 0 | 3 | -6
O=C(O)c1cccc2c1-c1ccccc1/C2=N\Nc1ccccc1
→ -91 | -65 | -78 | -65 | 4 | -26 | -38 | 6 | -1 | -94 | 12
CCCCn1c(=S)[nH]c2ccccc2c1=O
→ -2 | -14 | -7 | -17 | 19 | 13 | 16 | -35 | -25 | 16 | -5
O=S(=O)(c1ccc(F)cc1)N1CCCC1
→ -6 | 17 | -14 | -8 | -5 | 5 | -6 | 14 | 0 | -5 | -8
CCCN1CCC(NC(=O)CC2C(=O)NCCN2Cc2cccc(OC)c2)CC1 (configuration not stated)
→ 7 | -2 | -14 | -6 | 6 | -7 | 0 | 10 | -6 | -18 | -20
CC(C)(C)NC(=O)c1ccc(COc2ccccc2Br)o1
→ -15 | 3 | -10 | -7 | 20 | -2 | -8 | -12 | -4 | 9 | 1
CCS(=O)(=O)Nc1ccc(C2=NN(C(=O)c3ccco3)C(c3cccs3)C2)cc1 (configuration not stated)
→ 1 | 34 | 1 | 12 | 10 | 8 | 5 | -13 | 9 | 10 | 6
CNC(=O)C(=O)NCC1OCCCN1S(=O)(=O)c1ccc(F)cc1C (configuration not stated)
→ 8 | -5 | -2 | -6 | -8 | 2 | -10 | 5 | 9 | 0 | -2
CC(C)C[C@@H](CN)NC(=O)c1nc[nH]c1C(=O)N[C@@H](CC(C)C)C(=O)CNC[C@H](C)NC(=O)c1nc[nH]c1C(=O)N[C@@H](CC(C)C)C(=O)O
→ 1 | · | -26 | -7 | -9 | -5 | · | 11 | -6 | 3 | -8

A portion of the library. The share of hits here may be higher or lower than overall.
